BAP1 inh = inhibitors of BAP1 deubiquitinase, primary screen, biochemical, Ub-AMC fluorescence, kinetic; Ubiquitin carboxyl-terminal hydrolase BAP1 (Homo sapiens), Q92560; recombinant BAP1, Ub-AMC hydrolysis fluorescence kinetic; hits give low values; activity remaining (% of control), % at 20 µM; 72,000 compounds, 0.48% hits; AID 436, 2006;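 active = activity remaining at or below 50% of control, provided the compound also passes the data quality filters; inactive = the rest, including low values that fail the filters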;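 note: 100% = DMSO wells rate and 0% = substrate alone blank rate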
Target sequence (Q92560 whole entry, looked up): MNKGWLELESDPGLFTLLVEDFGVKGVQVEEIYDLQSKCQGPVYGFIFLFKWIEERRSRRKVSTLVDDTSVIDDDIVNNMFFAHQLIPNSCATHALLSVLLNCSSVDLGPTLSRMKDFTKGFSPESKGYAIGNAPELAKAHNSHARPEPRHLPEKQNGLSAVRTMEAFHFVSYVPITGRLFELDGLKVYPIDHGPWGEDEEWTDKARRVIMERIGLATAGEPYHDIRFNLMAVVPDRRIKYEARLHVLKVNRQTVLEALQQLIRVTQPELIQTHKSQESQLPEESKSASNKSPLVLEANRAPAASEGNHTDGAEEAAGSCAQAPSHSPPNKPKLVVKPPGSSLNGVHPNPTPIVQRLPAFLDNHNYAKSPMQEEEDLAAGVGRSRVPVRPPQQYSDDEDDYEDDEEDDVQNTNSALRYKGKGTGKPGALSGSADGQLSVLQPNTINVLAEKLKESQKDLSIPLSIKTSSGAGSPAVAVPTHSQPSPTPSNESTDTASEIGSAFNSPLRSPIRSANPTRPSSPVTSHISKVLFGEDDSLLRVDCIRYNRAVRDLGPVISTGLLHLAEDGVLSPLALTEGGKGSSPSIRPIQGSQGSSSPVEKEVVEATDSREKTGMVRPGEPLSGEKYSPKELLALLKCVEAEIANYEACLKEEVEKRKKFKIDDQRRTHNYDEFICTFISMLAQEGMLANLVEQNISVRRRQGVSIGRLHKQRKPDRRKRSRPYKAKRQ
HePTP inh = inhibitors of human HePTP phosphatase, primary screen, biochemical, absorbance, leukemia target; Tyrosine-protein phosphatase non-receptor type 7 (Homo sapiens), P35236; recombinant HePTP phosphatase activity, OD absorbance; inhibition, % at 20 µM; 110,000 compounds, 0.64% hits; AID 521, 2006; in the data active = inhibition above about 50%;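 note: plate controls were vehicle for no effect and reference inhibitor for full effect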
Target sequence (P35236 whole entry, looked up): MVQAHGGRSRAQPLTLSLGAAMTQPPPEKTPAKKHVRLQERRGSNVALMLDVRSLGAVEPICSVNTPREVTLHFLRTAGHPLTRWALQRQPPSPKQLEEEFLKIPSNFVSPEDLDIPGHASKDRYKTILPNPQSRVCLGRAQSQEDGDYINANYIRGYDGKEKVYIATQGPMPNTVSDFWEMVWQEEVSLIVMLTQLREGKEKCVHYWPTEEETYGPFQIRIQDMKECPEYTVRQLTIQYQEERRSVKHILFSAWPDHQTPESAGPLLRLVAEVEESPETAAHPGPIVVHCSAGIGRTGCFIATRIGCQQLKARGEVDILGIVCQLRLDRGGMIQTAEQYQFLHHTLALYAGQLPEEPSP
* = called active by the depositor; nt = no result given.

SMILES	BAP1 inh	HePTP inh
O=[N+]([O-])c1ccc(Cl)c(S(=O)(=O)Nc2ccc(O)c(Sc3nc4ccccc4s3)c2)c1	65.0	nt
CN1c2ccccc2C(C)(C)C12C=Nc1c(ccc3cc4ccccc4cc13)O2 (stereo not drawn)	nt	-13.4
COc1ccc(N2CC(C(=O)NCc3ccccc3)CC2=O)cc1 (stereo not drawn)	112.7	0.4
CCOc1ccc(-c2csc(=Nc3ccccc3)n2CCN2CCOCC2)cc1	194.1	nt
COC(=O)c1ccc(N2C(=O)c3cccc([N+](=O)[O-])c3C2=O)cc1	nt	-5.1
COc1ccc(C(=O)NNC(=O)Nc2ccc(Cl)cc2)cc1	nt	7.5
CCCNC(=O)N(C)c1nncnc1C(=O)NC	90.0	-10.1
CCOC(=O)N1CCN(C(=O)CCCn2nc(C)c3sc4ccccc4c3c2=O)CC1	97.4	17.7
CC(=O)c1oc2ccc3c(C)cc(=O)oc3c2c1-c1ccccc1	nt	3.2
CC(=O)N(CCCN(C)C)CCC(C)CCC=C(C)C (stereo not drawn)	91.6	-0.2
Cc1cc2oc(C(=O)Nc3cccnc3)c(C)c2cc1C	104.1	3.2
CCOC(=O)c1cccc(NC(=O)CN(c2ccc(OC)cc2)S(=O)(=O)c2c(C)noc2C)c1	57.0	-8.6
CSc1nnc(N(CCC#N)CCC#N)s1	146.3	6.7
Cc1cccc(-c2noc(-c3ccc(Br)cc3)n2)c1	nt	14.8
COc1ccc(OC)c(C(c2c(C)[nH]n(-c3ccccc3)c2=O)c2c(C)[nH]n(-c3ccccc3)c2=O)c1	nt	103.9*
CCc1nc2ccccc2n1CC(O)COCc1ccccc1 (stereo not drawn)	nt	3.4
CCn1nnc(NC(=O)CSc2ccc(Cl)cc2)n1	nt	-0.6
COc1cccc(NC(=O)CN(c2ccc(F)cc2)S(=O)(=O)c2ccccc2)c1	nt	-13.9
Cc1cc(C)nc(SCC(=O)N2c3ccccc3Sc3ccc(C(F)(F)F)cc32)n1	53.2	-4.4
N[C@@H](CCC(=O)N[C@H](CSN=O)C(=O)NCC(=O)O)C(=O)O	95.4	nt
O=C(CCS(=O)(=O)Cc1ccccc1)Nc1nc2c(s1)CCCC2	115.0	6.7
Cn1c(=O)c(Cl)c(O)c2ccccc21	94.8	-9.5
COC(=O)c1cccc(NC(=O)CCOc2ccccc2)c1	nt	5.1
COc1ccc2oc(=O)c(C(=O)Nc3ccc(C(C)=O)cc3)cc2c1	nt	7.4
CCOc1cc(NC(=O)c2ccco2)c(OCC)cc1NC(=O)COc1ccccc1C	107.7	-5.9
CCOc1ccc(N2CC(C(=O)NC(C)C)CC2=O)cc1 (stereo not drawn)	95.5	2.9
CC1CCc2cc(F)ccc2N1C(=O)c1cc2nc(-c3ccco3)cc(C(F)(F)F)n2n1 (stereo not drawn)	82.9	3.6
CC(C)(C)NCCN1CCn2c1nc1ccccc12	nt	5.5
Cc1ccc(/C=c2\sc3nnc(-c4ccccc4)n3c2=O)cc1	nt	3.0
COc1ccc2c(c1)C(C)=CC(C)(C)N2C(=O)C(C)N1C(=O)c2ccccc2C1=O (stereo not drawn)	101.1	5.4

Quoted from the listing.
COC(=O)c1cccc(NC(=O)CCOc2ccccc2)c1 in HePTP inh reads 5.1
CCOc1cc(NC(=O)c2ccco2)c(OCC)cc1NC(=O)COc1ccccc1C in HePTP inh reads -5.9
CCn1nnc(NC(=O)CSc2ccc(Cl)cc2)n1 in HePTP inh reads -0.6
COc1ccc2oc(=O)c(C(=O)Nc3ccc(C(C)=O)cc3)cc2c1 in HePTP inh reads 7.4
CC(C)(C)NCCN1CCn2c1nc1ccccc12 in HePTP inh reads 5.5
Cc1ccc(/C=c2\sc3nnc(-c4ccccc4)n3c2=O)cc1 in HePTP inh reads 3.0
COc1cccc(NC(=O)CN(c2ccc(F)cc2)S(=O)(=O)c2ccccc2)c1 in HePTP inh reads -13.9

Next compounds.
SMILES	BAP1 inh	HePTP inh
CCOc1ccc(NC(=O)c2ccccc2NC(=O)CN2CCN(C(C)=O)CC2)cc1	98.2	3.6
O=C(CN1C(=O)c2cccc3cccc1c23)Nc1cccnc1	122.8	nt
COc1cccc(N2CCN(C(=O)C3CCCN(S(=O)(=O)c4cnc[nH]4)C3)CC2)c1 (stereo not drawn)	88.0	-2.3
COCCN(C(=O)Cc1cccs1)c1nnc(-c2ccncc2)s1	129.5	-2.3
CCOC(=O)C1CCCN(C(=O)CNC(=O)Cn2ccc3ccccc3c2=O)C1 (stereo not drawn)	nt	8.6
COC(=O)c1ccc(CSc2nc(N3CCOCC3)c3c(c2C#N)CC(C)(C)OC3)o1	116.2	3.6
CCN(CC)S(=O)(=O)c1ccc(C(=O)C(C#N)c2ccccn2)cc1 (stereo not drawn)	nt	-4.0
Cc1cc(C(=O)Nc2cccnc2)on1	100.4	-14.2
CCOc1cccc(N2C(=O)CC(n3cnc4ccccc43)C2=O)c1 (stereo not drawn)	85.4	6.5
COc1cc(NC(=O)CCc2ccccc2)c(OC)cc1Cl	nt	1.3
Clc1ccc(Cn2cccc2C2=NCCO2)cc1	99.1	2.9
COC(=O)c1ccccc1NC(=O)CSc1nnc(-c2cccc(F)c2)n1-c1ccccc1	nt	-3.2
CCC(C)(C(=O)NC1CCCC1)N(CC1CCCO1)C(=O)CNC(=O)c1ccccc1 (stereo not drawn)	nt	-4.6
COc1ccccc1OCCn1cc(C=C2C(=O)N(C)C(=O)N(C)C2=O)c2ccccc21	nt	-7.8
Cc1ccccc1-c1nc(CS(=O)(=O)CC(=O)NCc2ccccc2)c(C)o1	96.5	5.0

Seven records picked at random from the list so far, as already listed:
SMILES	BAP1 inh	HePTP inh
COc1cccc(N2CCN(C(=O)C3CCCN(S(=O)(=O)c4cnc[nH]4)C3)CC2)c1 (stereo not drawn)	88.0	-2.3
CCC(C)(C(=O)NC1CCCC1)N(CC1CCCO1)C(=O)CNC(=O)c1ccccc1 (stereo not drawn)	nt	-4.6
COC(=O)c1ccc(CSc2nc(N3CCOCC3)c3c(c2C#N)CC(C)(C)OC3)o1	116.2	3.6
CCOc1ccc(NC(=O)c2ccccc2NC(=O)CN2CCN(C(C)=O)CC2)cc1	98.2	3.6
O=C(CN1C(=O)c2cccc3cccc1c23)Nc1cccnc1	122.8	nt
Clc1ccc(Cn2cccc2C2=NCCO2)cc1	99.1	2.9
CCOc1cccc(N2C(=O)CC(n3cnc4ccccc43)C2=O)c1 (stereo not drawn)	85.4	6.5

New compounds follow
SMILES	BAP1 inh	HePTP inh
COCCCN1C(=O)c2[nH]nc(-c3ccccc3O)c2C1c1cccc(Cl)c1 (stereo not drawn)	86.2	-7.0
CCOc1ccccc1N(CC(=O)N1CCCCCC1)S(C)(=O)=O	99.3	-8.9
Cc1cc(C)cc(OCC(=O)Nc2ccc(N3CCN(S(C)(=O)=O)CC3)cc2)c1	63.7	-3.2
Cc1ccc(S(=O)(=O)N2CCC(C(=O)N[C@@H](C)C(=O)NCCc3ccccc3)CC2)cc1	95.8	2.9
COC(=O)c1c(NC(=O)c2ccc([N+](=O)[O-])cc2Cl)sc2c1CCC(C)C2 (stereo not drawn)	64.2	nt
O=C(Nc1ccc2ccccc2c1)c1ccc(Cl)c(Cl)c1	nt	-3.0
O=c1[nH]ncc2c3ccccc3n(Cc3ccccc3F)c12	86.8	3.6
c1ccc(-c2nc(-c3ccco3)cs2)nc1	nt	4.3
CCNc1nc(NC(C)C)nc(Oc2ccc(OCCOc3ccc(C)cc3)nn2)n1	108.7	7.5
O=C1Nc2ccc(S(=O)(=O)NCCC3=CCCCC3)c3cccc1c23	69.3	7.2
O=C(O)c1ccccc1SCCCN1C(=O)c2ccccc2C1=O	nt	-2.8
Cc1ccc(N2C(=O)CC(NCc3cccc4ccccc34)C2=O)cc1 (stereo not drawn)	nt	3.1
C#Cc1cccc(NC(=O)CN2C(=O)c3ccccc3C2=O)c1	nt	-0.6
CC1=C(c2ccccc2)[N+](=O)C(C)(C)N1[O-]	nt	7.1
CC1(C)CC(=O)C2=C(C1)OC1=C(C(=O)CC(C)(C)C1)C2c1ccc(-c2ccccc2Cl)o1	nt	5.4
CC(=O)c1ccc(NC(=O)CSc2nc(C)cc(C)n2)cc1	nt	-9.2
CCC(=O)/C=C1\Sc2ccc(OC)cc2N1CCO	75.0	12.5
CCc1c(C)nc2[nH]nc(-c3ccccc3Cl)n2c1=O	nt	-16.0
O=C(O)c1ccc2c(c1)N(Cc1ccccc1)C(=O)c1ccccc1S2=O (stereo not drawn)	96.5	7.8
O=c1nc2n(c3sc4c(c13)CCC4)Cc1ccccc1-2	nt	-2.1
Cc1noc(/C=C/N(C)C)c1S(=O)(=O)N1CCCC(C(=O)NCc2ccc(Cl)cc2)C1 (stereo not drawn)	61.5	7.2
CCCn1nnc(NC(=O)c2cc(Br)ccc2OC)n1	89.0	11.7
S=c1[nH]ncc2ccccc12	99.5	11.9
CC(C)(C)c1ccc(C(=O)Nc2nonc2-c2nc3ccccc3[nH]2)cc1	nt	5.0
O=c1ccc([N+](=O)[O-])ccc1NCc1ccccc1	nt	2.2
Cn1c(=O)c([N+](=O)[O-])c(NCc2ccccc2)c2ccccc21	nt	-7.1
CC(C)C(c1nnnn1CCc1ccccc1)N1CCOCC1 (stereo not drawn)	96.1	3.8
COc1ccc(C(=O)N2CCN(S(=O)(=O)c3ccccc3)CC2)c(OC)c1	96.5	-0.6
CCOC(=O)c1cccc(NC(=O)c2c(OC)cccc2OC)c1	nt	4.4
CN(C)S(=O)(=O)N1CCN(CC(O)COc2ccc(C(=O)c3ccccc3)cc2)CC1 (stereo not drawn)	96.0	2.5
COc1ccc(-n2nnnc2SCC(=O)c2cc3ccccc3o2)cc1	75.6	8.6
COc1ccc(CN2CCN(S(=O)(=O)c3ccc(C)cc3)CC2)cc1OCc1ccccc1	nt	8.8
COc1ccc(CNC(=O)C(NS(=O)(=O)c2ccc3c(c2)CCCN3C(C)=O)C(C)C)cc1 (stereo not drawn)	101.7	3.0
O=C1OC2(c3ccc(N4N=N4)cc3Oc3cc(N4N=N4)ccc32)c2ccccc21	nt	6.9
O=C(/C=C/c1ccc([N+](=O)[O-])o1)c1ccc(Br)cc1	nt	14.6
Cc1ccc(-n2nc(C)c3c2OC(N)=C(C#N)C3c2ccco2)cc1 (stereo not drawn)	100.9	7.5
COc1ccccc1C(=O)Nc1ccc(S(=O)(=O)N2CCOCC2)cc1	121.5	-2.7
COc1ccc(/C=C2/SC(=O)N(CC(=O)Nc3ccc(F)c(Cl)c3)C2=O)cc1OC	nt	-9.9
O=C(CCC1CCCCC1)Nc1c2c(nn1-c1ccc(F)cc1)CS(=O)C2 (stereo not drawn)	81.9	3.3
Cc1cc([N+](=O)[O-])cc2c1NC(=O)C2=O	nt	-2.2
CCOCCCn1c(C)nc2c(c1=O)c1nc3ccccc3nc1n2CCC1=CCCCC1	67.1	3.4
O=C1c2ccccc2C(=O)N1Cc1nc(-c2ccccn2)no1	92.2	0.2
CC(C)Oc1cc2oc(=O)cc(-c3ccccc3)c2cc1Cl	nt	-11.6
CCCn1c(C(O)(c2ccccc2)c2ccccc2)nc2ccccc21	nt	2.2
COC(=O)C(C(=O)OC)C(=O)c1ccc(C)cc1	nt	5.6
Cc1ccc(NC(=O)CN(C)c2ccc(S(=O)(=O)N3CCN(C)CC3)cn2)cc1	111.0	-6.0
c1ccc2nc(N3CCCC3)c(N3CCCC3)nc2c1	76.6	3.5
CCCCC(=O)Nc1ccc(C(=O)Nc2ccc(S(=O)(=O)N3CCCC3)cc2)cc1	66.8	7.6
O=C(COc1ccc(Br)cc1)Nc1ccc(N2CCOCC2)cc1	90.3	4.5
O=C(NCCc1ccccc1)c1cc2ncc(Br)cn2n1	56.2	10.7
Cc1cc(C)c(NC(=O)c2ccc(S(=O)(=O)N3CCOCC3)cc2)c(C)c1	100.3	-1.1
COc1ccc(/C(C)=N/NC(=O)c2cccc(Cl)c2)c(OC)c1	nt	3.5
C=CCSC1=N/C(=C\c2ccc3c(c2)OCO3)C(=O)S1	67.1	8.3
CCN1C(=O)/C(=C\c2ccccc2OCCOCCOc2ccc(C)cc2)SC1=S	nt	-0.7
O=C(Nc1nc(-c2ccc(Cl)cc2)cs1)c1ccc(S(=O)(=O)N2CCOCC2)cc1	nt	-7.0
Cc1ccc(N=Cc2ccc(Br)s2)cc1[N+](=O)[O-]	nt	-1.4
O=C(NC1CCCC1)C1CCCN1C(=O)Nc1ccccc1 (stereo not drawn)	95.8	5.2
COC(=O)C1CCN(C(=O)c2ccccc2Oc2ccccc2)CC1	99.0	7.6
Cc1cc(C(=O)c2ccccc2)c2[nH]cc(C)c2c1	nt	7.6
CCOc1cc(/C=C2\SC(=S)N(c3ccccc3)C2=O)ccc1OC(=O)c1cccc([N+](=O)[O-])c1	nt	-3.9
The listing continues.
SMILES	BAP1 inh	HePTP inh
COc1ccc(NC(=O)C2CC2)cc1-n1cnnn1	108.8	-8.6
COc1ccc(-n2nc3ccc(NC(=O)COc4ccc(Br)cc4)cc3n2)cc1	71.5	nt
COc1ccc(CCN2C(=O)CC(NCCc3ccc(S(N)(=O)=O)cc3)C2=O)cc1OC (stereo not drawn)	nt	1.0
O=C(CCCN1C(=O)/C(=C\c2cccs2)SC1=S)NC12CC3CC(CC(C3)C1)C2	nt	-7.1
CC(C)Sc1nnc(-c2c[nH]c3ccccc23)n1C	94.9	4.1
COn1c(-n2nc(C)cc2C)nc2ccccc2c1=O	99.0	8.7
COC(=O)C1=C(C(=O)OC)C2(OC1c1cccc(F)c1)C(=O)c1ccccc1C2=O (stereo not drawn)	nt	10.3
CCOC(=O)C1=C(C)Nc2nnnn2C1c1cc(OC)ccc1OC (stereo not drawn)	135.7	nt
CCOC(=O)c1ccc(NC(=O)CN(c2ccc(OC)cc2)S(C)(=O)=O)cc1	nt	-10.9
CCOC(=O)c1cc(C)n(-n2cnnc2)c1C	123.8	5.2
C=CCN1CC(c2nc3ccccc3n2CCOc2ccccc2)CC1=O (stereo not drawn)	94.6	-0.1
OCCNCCCOc1cc(Cl)ccc1Cl	nt	1.0
CCOC(=O)c1c(C)[nH]c(C(=O)COC(=O)CSCC(=O)N(CC)CC)c1C	117.3	-2.1
